BLM helicase inh: blocks DNA unwinding by human BLM helicase; P54132; recombinant BLM DNA unwinding, fluorescence dequenching; Potency, µM (titrated, usually from 56.1 µM), for the others: at the highest dose activity change, negative = inhibition, most hits filed as inhibitors; actives 0.2% (n = 350,000); AID 2528;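 further: potency means the concentration at half of the fitted maximal effect; plate controls were vehicle for no effect and no enzyme for full effect; nearly all actives have a fitted effect of over 35% in size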
POLB inh: inhibitors of human DNA polymerase beta; P06746; Pol beta primer extension/strand displacement, fluorescence kinetic; Potency, µM (titrated, usually from 114 µM), inactives show top-dose activity change, negative = inhibition, most hits filed as inhibitors; actives 1.3% (n = 340,000); AID 485314; further: potency means the concentration at half of the fitted maximal effect; on the % scale 0 is the no-effect control and ±100 the full control effect
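Preincubation: enzyme (10 nM) with compound, 15 min, RT. Reaction: substrate added to 50 nM final. Reads: 0 and 10 min. Analysis: normalized, Hill fit.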
POLH inh: DNA polymerase eta (human) inhibition | recombinant Pol eta, fluorescent DNA replication assay | Potency, µM (top dose mostly 114 µM), without a hit: top-dose activity change, negative = inhibition, hits mostly inhibitors | actives 1.2% (n = 390,000); further: potency means the concentration at half of the fitted maximal effect; on the % scale 0 is the no-effect control and ±100 the full control effect
Target sequence (Q9Y253 whole entry, looked up): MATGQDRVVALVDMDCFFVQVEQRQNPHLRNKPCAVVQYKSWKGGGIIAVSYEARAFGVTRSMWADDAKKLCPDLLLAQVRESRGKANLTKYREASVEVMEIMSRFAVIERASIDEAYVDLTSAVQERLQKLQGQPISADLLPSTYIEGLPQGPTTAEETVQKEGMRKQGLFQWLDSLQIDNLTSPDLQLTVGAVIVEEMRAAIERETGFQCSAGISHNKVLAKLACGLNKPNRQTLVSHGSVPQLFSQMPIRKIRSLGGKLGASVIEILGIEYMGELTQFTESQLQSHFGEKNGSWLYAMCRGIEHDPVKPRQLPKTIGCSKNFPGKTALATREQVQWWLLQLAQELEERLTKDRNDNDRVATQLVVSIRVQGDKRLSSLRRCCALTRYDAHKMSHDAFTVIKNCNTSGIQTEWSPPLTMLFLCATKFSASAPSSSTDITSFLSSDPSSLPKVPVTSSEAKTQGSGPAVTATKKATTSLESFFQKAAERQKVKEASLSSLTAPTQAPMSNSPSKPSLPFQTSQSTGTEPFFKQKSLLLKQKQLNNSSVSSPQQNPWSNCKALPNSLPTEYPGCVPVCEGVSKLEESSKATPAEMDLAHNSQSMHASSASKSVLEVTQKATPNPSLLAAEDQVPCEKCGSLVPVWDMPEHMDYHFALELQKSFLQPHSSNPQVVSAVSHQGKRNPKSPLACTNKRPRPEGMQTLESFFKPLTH
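Pol eta at 10 nM preincubated with compounds 15 min at room temperature; reaction started with fluorescent substrate (50 nM final) and read kinetically at 0 and 10 min.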
Pol iota inh: inhibitors of human DNA polymerase iota | Q9UNA4 | Pol iota fluorescent replication assay, 10 min | Potency, µM (doses to about 115 µM), for the others: top-dose activity, negative = inhibition, most hits filed as inhibitors | actives 1% (n = 390,000); further: potency means the concentration at half of the fitted maximal effect
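Fluorescent replication assay read twice, at 0 min and 10 min after adding 50 nM (final) substrate. Enzyme (10 nM) and compounds were first incubated 15 min at room temperature; enzyme-free buffer wells were negative controls.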
Pol kappa inh: inhibitors of human DNA polymerase kappa; Q9UBT6; purified Pol kappa, fluorescent DNA synthesis assay, 10 min; Potency, µM (highest dose often 107 µM), for the others: top-dose activity, negative = inhibition, hits mostly inhibitors; actives 0.53% (n = 400,000); AID 588579; further: potency means the concentration at half of the fitted maximal effect; on the % scale 0 is the no-effect control and ±100 the full control effect
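Pol kappa 10 nM + cpd, 15 min RT; start w/ substrate 50 nM final; fluorescence kinetic read, 0 and 10 min. Neg ctrl: buffer, no enzyme.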
Anesthetic bind: binds horse apoferritin like a general anesthetic; P02791; apoferritin/1-aminoanthracene competitive binding, fluorescence; Potency, µM (highest dose often 77.5 µM), for inactives: at the highest dose activity change, negative = displacement, most hits filed as inhibitors; actives 0.074% (n = 350,000); further: potency means the concentration at half of the fitted maximal effect; on the % scale 0 is the no-effect control and ±100 the full control effect; nearly all actives have a fitted effect of over 20% in size
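10 uM apoferritin + 50% sat. 1-AMA, PBS; cpd 10 min RT; Ex380/Em535 endpoint; normalized to free probe vs complex; 4-param Hill fit; propofol titration as pos. ctrl.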
Tb PGK inh: T. brucei PGK inhibition. P07378. PGK/GAPDH coupled, Kinase-Glo luminescence, 60 min. AID 602233. Potency, µM (doses to about 57.5 µM), without a hit: top-dose activity change, negative = inhibition, most hits filed as inhibitors. actives 0.043% (n = 380,000); further: potency means the concentration at half of the fitted maximal effect; on the % scale 0 is the no-effect control and ±100 the full control effect; nearly all actives have a fitted effect of over 60% in size
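Recombinant glycosomal PGK reaction used 1,3-bisphosphoglycerate generated in-well by GAPDH (100nM final) in 100mM TEA pH 7.6, 5mM MgCl2, 0.01% Tween-20. After 60 minutes at room temperature, ATP was read by Kinase-Glo Plus luminescence end-point.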
APEX1 inh: inhibitors of human APE1 endonuclease. recombinant APE1, TAMRA/BHQ-2 abasic DNA cleavage fluorescence. actives 0.35% (n = 350,000). Potency, µM (series often up to 65.8 µM), for inactives: at the top dose activity change, negative = inhibition, hits mostly inhibitors. P27695;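 further: potency means the concentration at half of the fitted maximal effect; plate controls were vehicle for no effect and reference inhibitor for full effect; nearly all actives have a fitted effect of over 55% in size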
Target sequence (P27695 whole entry, looked up): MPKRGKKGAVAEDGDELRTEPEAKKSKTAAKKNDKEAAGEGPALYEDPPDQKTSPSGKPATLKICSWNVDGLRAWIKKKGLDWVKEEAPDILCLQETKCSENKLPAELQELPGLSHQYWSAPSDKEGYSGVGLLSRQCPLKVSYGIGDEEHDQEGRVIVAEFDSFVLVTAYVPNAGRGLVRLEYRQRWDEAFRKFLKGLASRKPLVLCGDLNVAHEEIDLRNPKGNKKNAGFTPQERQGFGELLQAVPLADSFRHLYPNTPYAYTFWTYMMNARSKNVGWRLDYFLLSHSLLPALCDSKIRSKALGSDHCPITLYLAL
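APE1 at 0.75 nM final was preincubated with compound 15 min at room temperature, then 50 nM double-stranded THF abasic-site substrate (5'-TAMRA/3'-BHQ-2) was added. Fluorescence (ex 525/em 598 nm) was read kinetically; third-minus-first read gave activity.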
RXFP1 antagonist: blocks the human relaxin receptor RXFP1. HEK293-RXFP1, relaxin-stimulated cAMP HTRF, 30 min; hits give low values. Q9HBX9. actives 0.59% (n = 350,000). activity change, negative = inhibition, % at 57.5 µM. AID 1259400;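 active means activity change of -60% or lower, but not beyond a set lower limit; inconclusive means change between -60% and -40%, or beyond the set limit; inactive means change above -40%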; further: on the % scale 0 is the no-effect control and ±100 the full control effect
An asterisk follows results filed as active; i = inactive; ? = inconclusive; nt = no result given; [ ] = another dose, or the depositor's remark. Unless noted, the call rests on the fitted dose curve; in most records, active means well fitted curve in the direction sought with a large enough effect; inconclusive means small, poorly fitted or top-dose-only effect, or another doubt; inactive means no such curve, though single readings can be large; an effect the other way counts as inactive or inconclusive.

SMILES	BLM helicase inh	POLB inh	POLH inh	Pol iota inh	Pol kappa inh	Anesthetic bind	Tb PGK inh	APEX1 inh	RXFP1 antagonist
Cc1ccc(S(=O)(=O)Cc2nc(-c3ccc(C(=O)NCc4ccccc4)cc3)oc2C)cc1	-1%	0%	1%	?	-17%[60.1 µM]	-3%	5%	nt	-8
CC(CC(=O)Nc1cccc(F)c1)S(=O)(=O)c1ccc2c(c1)NC(=O)CO2 (stereo not given)	-2%	15%	-5%	28%	11%	-6%	-1%	-6%	-2
NC(=O)c1nn(CC(=O)Nc2cccc(S(=O)(=O)N3CCCCCC3)c2)c(=O)c2ccccc12	nt	nt	-22%	29%	-3%	nt	-3%	-16%	3
COc1cccc(NC(=O)C(Sc2nnnn2C)c2ccccc2)c1 (stereo not given)	1%	-26%	-23%	15%	-6%	-1%	0%	-2%	-4
CCCCOC(=O)n1c(SCC(=O)N(C)C)nc2ccccc21	5%	-2%	6%	-16%[58.9 µM]	-2%	-23%	-2%	0%	-7
O=C(NC1CCCN(Cc2ccc(Cl)cc2)C1)c1ccccc1C(F)(F)F (stereo not given)	-6%	9%	-19%	-5%	4%	-12%	-10%	4%	4
CC(=O)c1ccc(NC(=O)CCS(=O)(=O)c2ccc3c(c2)n(C)c(=O)c(=O)n3C)cc1	2%	?	4%	-20%	0%	0%	-4%	-18%	8
Cc1cccc2sc(N(CCCN(C)C)C(=O)c3nc4ccccc4s3)nc12	5%	20%	-17%	21%	-8%	-4%	i	-3%	-6
Cc1cc(=O)n2c(C(=O)Nc3ccc(F)c(Cl)c3)c(C(=O)Nc3cccc(C)c3C)sc2n1	-6%	3%	-17%	26%	7%	-7%	-10%	nt	5
CCN1C(=O)[C@H]2[C@H]3CN=C(SC)N3[C@@](C)(C(=O)OC)[C@H]2C1=O	nt	nt	-9%	17%	-8%	nt	-3%	nt	nt
CC1CCc2nc3ccc(S(=O)(=O)N4CCC(C(=O)NC5CCCC5)CC4)cc3c(C(=O)O)c2C1 (stereo not given)	2%	18%	?	?	-21%	-12%	-6%	-4%	nt
Cc1ccc2cc(CN(CC3CCCO3)C(=O)Nc3ccccc3F)c3nnnn3c2c1 (stereo not given)	-2%	27%	-27%	31%[activator]	6%	-7%	3%	-8%	-34
Cc1cc(C)nc(N2CCCC(C(=O)Nc3nnc(C(C)C)s3)C2)n1 (stereo not given)	-1%	25%	nt	nt	nt	2%	nt	8%	nt
CCn1cc(S(=O)(=O)c2ccc(OC)cc2)c(=O)c2cc(OC)ccc21	4%	43%	-20%	61%[activator]	-15%	-7%	-10%	45%	10
O=C(O)c1ccccc1C(=O)N1CCN(C(=O)c2ccccc2Cl)CC1	-11%	16%	-18%	15%	-9%	1%	i	10%	-17

Retrieved by structure from above (two):
SMILES	BLM helicase inh	POLB inh	POLH inh	Pol iota inh	Pol kappa inh	Anesthetic bind	Tb PGK inh	APEX1 inh	RXFP1 antagonist
CCN1C(=O)[C@H]2[C@H]3CN=C(SC)N3[C@@](C)(C(=O)OC)[C@H]2C1=O	nt	nt	-9%	17%	-8%	nt	-3%	nt	nt
CC1CCc2nc3ccc(S(=O)(=O)N4CCC(C(=O)NC5CCCC5)CC4)cc3c(C(=O)O)c2C1 (stereo not given)	2%	18%	?	?	-21%	-12%	-6%	-4%	nt

Some of these compounds in order of the Pol iota inh value, falling.
mol | BLM helicase inh | POLH inh | Pol iota inh | Pol kappa inh | Tb PGK inh | APEX1 inh | RXFP1 antagonist
Cc1cccc2sc(N(CCCN(C)C)C(=O)c3nc4ccccc4s3)nc12 | 5% | -17% | 21% | -8% | i | -3% | -6
O=C(O)c1ccccc1C(=O)N1CCN(C(=O)c2ccccc2Cl)CC1 | -11% | -18% | 15% | -9% | i | 10% | -17
CC(=O)c1ccc(NC(=O)CCS(=O)(=O)c2ccc3c(c2)n(C)c(=O)c(=O)n3C)cc1 | 2% | 4% | -20% | 0% | -4% | -18% | 8

The list continues:
SMILES	BLM helicase inh	POLB inh	POLH inh	Pol iota inh	Pol kappa inh	Anesthetic bind	Tb PGK inh	APEX1 inh	RXFP1 antagonist
Cn1ncc(Cl)c1C(=O)NC(=S)Nc1sc2c(c1C#N)CCCCC2	-3%	5%	5%	3%	-14%	-24%	-10%	2%	3
OC(CNCCc1ccccc1)COc1ccc(OCC(O)CNCCc2ccccc2)cc1 (stereo not given)	-2%	1%	-4%	-11%	-3%	0%	i	18%	-8
O=C(CCN1C(=O)C2C3C=CC(C3)C2C1=O)NCc1cccnc1 (stereo not given)	-1%	11%	-17%	16%	1%	1%	-1%	2%	-10
COc1cccc(CNC(=O)CSc2ccc(-c3ccncc3)nn2)c1	-7%	6%	nt	nt	nt	2%	nt	3%	nt
COc1ccc(CN(CC2CCC(C(=O)O)CC2)C(=S)Nc2cc(Cl)ccc2OC)cc1 (stereo not given)	3%	27%	0%	-21%	-3%	-1%	-11%	21%	2
O=C(/C=C/c1ccccc1)Oc1ccccc1C(=S)N1CCOCC1	0%	4%	-12%	1%	-2%	?	i	2%	-3
Cc1ccc(OCC(O)CNCc2ccc(F)cc2)cc1 (stereo not given)	1%	3%	-5%	3%	-14%	-4%	-2%	-19%	-25
CCCCC12CN3CC(C)(CN(C1)C3c1ccc(O)c(OC)c1)C2=O (stereo not given)	0%	61%	-16%	4%	-16%	-9%	8%	nt	-13
Cc1ccc(NC(=S)NC2CCSc3ccccc32)cc1 (stereo not given)	-16%	-25%	-1%	7%	-17%	4%	8%	1%	-62*
O=C(Nc1nccs1)C1CC(=O)N(c2ccc(Cl)cc2)C1 (stereo not given)	1%	8%	-24%	-23%	-3%	-10%	-2%	-4%	9
C=CCc1cc(C)ccc1OCCn1ccnc1	-2%	4%	-2%	12%	-17%	-14%	3%	-4%	-3
COc1ccc(N2CC(NC(=O)C3CCCCC3)CC2=O)cc1 (stereo not given)	0%	1%	15%	-8%	-6%[60.1 µM]	-11%	-5%	nt	0
COc1ccccc1C(=O)Nc1c(C(=O)N2CCN(c3ccccc3F)CC2)oc2ccccc12	-10%	1%	3%	17%	-9%	13%	-2%	nt	nt
COC(C(=O)Nc1ccnn1C1CCN(C(=O)c2cccc(F)c2)CC1)c1ccccc1 (stereo not given)	2%	?	3%	-2%	-4%	0%	5%	-2%	20
O=C(NCc1ccccn1)C(=O)NCC(c1ccco1)N1CCOCC1 (stereo not given)	-2%	-28%	?	26%	-1%	-3%	-2%	3%	6
Cc1ccc2c(c1)nnn2C1CCN(CC(=O)NNC(=O)c2ccco2)CC1	-2%	55%	-16%	9%	5%	-3%	-3%	10%	0
Cc1ccc2ncnc(Nc3ccc(C)c(C)c3)c2c1	-4%	-12%	-9%	2%	-26%	-12%	-3%	2%	5
COC(=O)C1=C(C(=O)OC)[C@@H]2Nc3ccccc3[C@@]23C[C@@H](C(=O)OC)N(C(=O)c2cccs2)C3=N1	0%[12.4 µM]	nt	-18%	14%	15%	nt	i	0%[12.4 µM]	nt
C=CCOC(=O)C(C#N)c1nc2ccccc2nc1N1CCN(Cc2ccccc2)CC1 (stereo not given)	-4%	15%	-4%	17%	-7%	-3%	i	-4%	-6
Cc1nc2cc(-c3ccccc3)nn2c(C)c1CCC(=O)NC(C)c1ccc2c(c1)OCCO2 (stereo not given)	-2%	15%	-13%	14%	-10%	-20%	4%	-1%	nt
O=C(NCc1ccco1)c1cccc(S(=O)(=O)N2CCc3ccccc32)c1	-7%	3%	-11%	-7%	-8%	-11%	-3%	-1%	-7
COc1ccc(Br)cc1/C=N/NC(=O)c1cc(OC)c(OC)c(OC)c1	-1%	9%	-15%	1%	7%	8%	i	-6%	7
CN(c1ccccc1)S(=O)(=O)c1ccc(Cl)c(C(=O)NCc2ccccc2CN2CCCC2)c1	nt	nt	1%	-10%	0%	nt	-6%	18%	6
N#C/C(=N\Nc1ccc(Cl)cc1)C(=N)N1CCCCCC1	-2%	-18%	-7%	-11%	-7%	-3%	-2%	10%	7
CN(C)S(=O)(=O)c1cc(NC(=O)COC(=O)c2ccc3c(c2)OCO3)ccc1Cl	-2%	1%[57.1 µM]	-17%	0%	-3%	-22%	-3%	-8%	4
CC(=O)/C(=N/Nc1ccccc1)Sc1nnc(CCc2ccccc2)n1-c1ccccc1	-6%	-1%	-19%	29%	-1%	-7%	i	-2%	?
CCOC(=O)c1sc2c(c1C)c(=O)c(C(=O)OCC)cn2CC	1%	26%	-13%	22%	1%	-17%	-8%	10%	10
Cc1ccccc1NC(=O)C1CCN(c2cc(-c3ccccc3)nc3ncnn23)CC1	-9%	-13%	-2%	13%	8%	7%	-1%	4%	-19
CCOC(=O)c1c(-c2ccccc2)oc2ccc(OCC(=O)NNC(=O)CCC(=O)O)cc12	5%	2%	-14%	28%	1%	-4%	nt	37%	1
Cc1cc(C(=O)O)ccc1N=Cc1c(O)ccc2ccccc12	-4%	-19%	?	95%[activator]	-10%	-11%	-11%	-19%	-8
Cc1ccccc1N1C(=O)C2ON(c3ccccc3)C(c3ccncc3)C2C1=O (stereo not given)	-2%	9%	2%	18%	8%	-15%	i	1%	-7
CC1=C(C(=O)N2CCCCCC2)C2(CCC(C)CC2)OC1=O (stereo not given)	0%	32%	8%	19%	-6%	-6%	-4%	-3%	-16
Cc1cccc(C)c1NC(=O)CN1C(=O)C(C)Oc2ccccc21 (stereo not given)	-5%	28%	-22%	158%[activator]	2%	1%	-6%	20%	9
COc1cc2c(cc1OC)C(C)N(C(=O)c1cc3n(n1)C(C(F)(F)F)CC(c1ccco1)N3)CC2 (stereo not given)	-13%	-20%	-20%	-11%	3%	?	i	5%	-6
COc1ccccc1N(CC(=O)NCc1ccco1)S(C)(=O)=O	1%	?	-9%	-1%	1%	-2%	-3%	0%	-15
O=C(Nc1ccccc1F)c1cc(C(=O)Nc2ccccc2F)cc([N+](=O)[O-])c1	-2%	97%	-7%	-21%	-7%	-3%	3%	3%	2
COc1ccc(N2CCN(C(=S)Nc3ccc(OC)cc3OC)CC2)cc1	-2%	3%	-3%	4%	9%	-11%	-13%	10%	1
Nc1nnc(CCS(=O)(=O)c2cc(Cl)ccc2Cl)s1	-2%	15%	-18%	-2%	-11%	-14%	-2%	-7%	-2
CCCCOc1cccc(OCCCC)c1C(=O)Nc1cc(C)on1	-2%	-22%	-22%	56%[activator]	-3%	8%	-2%	3%	-6

Compound activity from PubChem.

An excerpt, so the mix of outcomes need not match the whole.
